bIAP inhibitor = blocks bovine intestinal alkaline phosphatase activity; 190,000 tested, under 10 active; inhibition, % at 20 µM; purified bovine IAP, CDP-star luminescence, 30 min;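 active = over 50% inhibition of intestinal alkaline phosphatase at 20 µM in the single-dose screen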
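Incubation: 30 min reaction at room temperature / Material: purified bovine intestinal alkaline phosphatase (IAP) enzyme / Input: enzyme at 1/65,000,000 dilution / Dosing: 20 µM single dose / Signal: CDP-star luminescence signal / Reagent: CDP-star chemiluminescent phosphatase substrate, 30 µM final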
bIAP activator = intestinal alkaline phosphatase (bovine) activation; purified bovine IAP, CDP-star luminescence, 30 min; stronger effect = higher value; fold of DMSO-control signal, blank-subtracted; activation factor at 20 µM; 200,000 compounds, 0.17% hits; AID 1016;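 active = activation factor of 2 or more at 20 µM, a signal rise over negative controls twice the positive control's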
PPARg SRC-1 ag = agonists of human PPARgamma SRC-1 coactivator recruitment; 200,000 compounds, 0.41% hits; PPARgamma-SRC-1 coactivator recruitment biochemical assay; activation, % at 8 µM; P37231; in the data active = activation above about 19%;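 note: 0% = DMSO and 100% = reference agonist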
SRC2 TRFRET art = flags TR-FRET format artefacts in PPARgamma SRC-2 recruitment agonist screen; TR-FRET ratio at 8 µM; 200,000 compounds, 0.4% hits; TR-FRET artefact counter-screen; stronger effect = higher value; in the data active = TR-FRET ratio above about 2000; note: inactives centre near 1500; reference of the scale not given here
TLR4-MyD88 BLA = inhibitors of human TLR4-MyD88 binding; 200,000 compounds, 0.18% hits; O00206+Q99836; inhibition, % at 8.4 µM; AID 861; HeLa CL3-4 TLR4/MyD88 BLA complementation, FRET ratio; in the data active = inhibition above about 25%;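 note: 0% = vehicle and 100% = reference inhibitor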
Redox H2O2 prof = compounds producing H2O2 with reducing agent – biochemical, NIH compound library profiling, artefact control for MLSCN library redox annotation, primary screen; 200,000 compounds, 0.03% hits; DTT-dependent redox cycling H2O2, phenol red/HRP absorbance; 100% = 100 µM peroxide control, 0% = buffer; AID 878; activation, % at 10 µM;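 active = activation of at least 50% relative to the plate's high and low controls in the primary single-dose screen; inactive = activation below 50%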;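 note: compound incubated with DTT at 0.8 mM final as the reducing agent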
ROMK mod = human ROMK K+ channel modulation, primary screen; B-score at 10 µM; 130,000 compounds, 2% hits; P48048; Tet-inducible ROMK, thallium flux fluorescence; actives lie on both sides;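 active = signal ratio slope over the read window, or its plate-corrected B-score, at least 3 SD from the plate mean, either direction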;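 note: B-score of the F/F0 ratio slope over 7 to 12 s after thallium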
Target sequence (P48048 whole entry, looked up): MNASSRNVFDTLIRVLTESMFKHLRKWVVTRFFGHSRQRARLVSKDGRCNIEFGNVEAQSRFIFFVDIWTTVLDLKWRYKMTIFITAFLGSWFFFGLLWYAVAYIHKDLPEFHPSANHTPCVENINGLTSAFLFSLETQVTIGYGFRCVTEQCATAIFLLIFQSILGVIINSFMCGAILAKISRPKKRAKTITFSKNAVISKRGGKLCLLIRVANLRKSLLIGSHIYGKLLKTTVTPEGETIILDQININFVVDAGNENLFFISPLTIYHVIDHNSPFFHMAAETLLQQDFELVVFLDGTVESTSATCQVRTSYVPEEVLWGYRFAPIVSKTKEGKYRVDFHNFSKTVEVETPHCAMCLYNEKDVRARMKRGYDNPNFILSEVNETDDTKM
Lmaj promast = reduces viability of Leishmania major promastigotes. resazurin fluorescence viability. inhibition, % at 10 µM. 200,000 compounds, 9% hits. AID 1063; in the data active = inhibition above about 50%;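 note: promastigotes grown with compound for 44 hours at 28 °C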
S1P3 antag = blocks the human S1P3 receptor; Q99500; CHO S1P3 NFAT-BLA reporter, FRET fluorescence, antagonist mode; inhibition, % at 4.98 µM; 170,000 compounds, 0.27% hits; AID 485;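 active = inhibition above the plate cutoff, the mean inhibition of test wells on that plate plus 3 SD, cut at about 28% in these data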;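 note: cells challenged with S1P at its EC80 of 0.8 µM; blue over green emission ratio from cleaved BLA substrate after 4 h stimulation; 0% = S1P-stimulated wells and 100% = unstimulated DMSO-only wells; some compounds past the cut are filed as inactive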
Target sequence (Q99500 whole entry, looked up): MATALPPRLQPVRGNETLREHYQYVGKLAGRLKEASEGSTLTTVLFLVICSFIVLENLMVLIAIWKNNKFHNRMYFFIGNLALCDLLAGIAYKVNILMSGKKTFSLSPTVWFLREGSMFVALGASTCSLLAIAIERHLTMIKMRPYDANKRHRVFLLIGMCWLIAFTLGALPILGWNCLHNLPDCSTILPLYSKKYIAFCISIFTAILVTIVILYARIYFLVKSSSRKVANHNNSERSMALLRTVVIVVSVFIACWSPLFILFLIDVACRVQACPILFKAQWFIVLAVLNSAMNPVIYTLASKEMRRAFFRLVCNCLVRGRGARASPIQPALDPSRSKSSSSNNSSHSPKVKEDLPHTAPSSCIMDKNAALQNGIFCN
PPARg SRC3 recr = PPARgamma-driven SRC-3 recruitment agonism; P37231; biochemical PPARgamma/SRC-3 coactivator recruitment assay; activation, % at 8 µM; 200,000 compounds, 0.26% hits; in the data active = activation above about 23%;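 note: 0% = DMSO and 100% = reference agonist; some compounds past the cut are filed as inactive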
PPARg SRC-2 ag = PPARgamma-driven SRC-2 recruitment agonism; P37231; activation, % at 8 µM; PPARgamma LBD-SRC-2 recruitment, biochemical; 200,000 compounds, 0.34% hits; AID 1032; in the data active = activation above about 22%;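 note: 0% = vehicle and 100% = reference agonist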
* hit, by the source's call; x = not tested or not shown.

The opening nine entries, ahead of the listing:
SMILES	bIAP inhibitor	bIAP activator	PPARg SRC-1 ag	SRC2 TRFRET art	TLR4-MyD88 BLA	Redox H2O2 prof	ROMK mod	Lmaj promast	S1P3 antag	PPARg SRC3 recr	PPARg SRC-2 ag
O=C1Nc2ccccc2C(=O)N2CCCCC12 (stereo not drawn)	-7	1.1	-4	1433	-2	-1.4	1	-1	0	-5	-7
Cc1ccsc1/C=N/NC(=O)C1CC(=O)N(c2ccccc2)C1 (stereo not drawn)	5	0.9	-2	1631	5	0.1	x	1	-5	-3	0
COc1ccc(/C=C/C=C2\NC(=S)NC2=O)cc1	4	1	16	1808	14	-0.3	-0.76	-4	-2	8	14
O=C(Cc1ccccc1)Nn1c(-c2ccccc2)nc2ccccc2c1=O	21	0.8	-5	1562	10	-0.3	-0.043	-2	-2	-4	-4
CCOC(=O)c1snc(C(=O)NC2CCCCC2)c1N	10	0.9	-1	1528	-3	-1.9	x	-4	16	-5	1
Cc1ccc(C(=O)N2CCN(C(=O)CN3CCOCC3)C2)cc1	-6	1.1	1	1505	6	-0.4	x	-1	-37	-9	-3
COc1ccc(-c2ccc(NCCC3=CCCCC3)nn2)cc1OC	7	0.9	-2	1540	4	1.6	0.49	0	x	-1	12
CCOC(=O)/C(C#N)=C\c1cn(C)c2ccccc12	-1	1	-7	1355	7	-1.5	-0.28	-5	7	9	-1
Cc1c(Cl)ccc2c1NC(=O)[C@]21N[C@@H](CCC(N)=O)[C@H]2C(=O)N(c3ccc(F)cc3)C(=O)[C@H]21	5	1	3	1539	-10	-1.7	x	-5	-21	4	1

This part in full, repeating the preview:
SMILES	bIAP inhibitor	bIAP activator	PPARg SRC-1 ag	SRC2 TRFRET art	TLR4-MyD88 BLA	Redox H2O2 prof	ROMK mod	Lmaj promast	S1P3 antag	PPARg SRC3 recr	PPARg SRC-2 ag
O=C1Nc2ccccc2C(=O)N2CCCCC12 (stereo not drawn)	-7	1.1	-4	1433	-2	-1.4	1	-1	0	-5	-7
Cc1ccsc1/C=N/NC(=O)C1CC(=O)N(c2ccccc2)C1 (stereo not drawn)	5	0.9	-2	1631	5	0.1	x	1	-5	-3	0
COc1ccc(/C=C/C=C2\NC(=S)NC2=O)cc1	4	1	16	1808	14	-0.3	-0.76	-4	-2	8	14
O=C(Cc1ccccc1)Nn1c(-c2ccccc2)nc2ccccc2c1=O	21	0.8	-5	1562	10	-0.3	-0.043	-2	-2	-4	-4
CCOC(=O)c1snc(C(=O)NC2CCCCC2)c1N	10	0.9	-1	1528	-3	-1.9	x	-4	16	-5	1
Cc1ccc(C(=O)N2CCN(C(=O)CN3CCOCC3)C2)cc1	-6	1.1	1	1505	6	-0.4	x	-1	-37	-9	-3
COc1ccc(-c2ccc(NCCC3=CCCCC3)nn2)cc1OC	7	0.9	-2	1540	4	1.6	0.49	0	x	-1	12
CCOC(=O)/C(C#N)=C\c1cn(C)c2ccccc12	-1	1	-7	1355	7	-1.5	-0.28	-5	7	9	-1
Cc1c(Cl)ccc2c1NC(=O)[C@]21N[C@@H](CCC(N)=O)[C@H]2C(=O)N(c3ccc(F)cc3)C(=O)[C@H]21	5	1	3	1539	-10	-1.7	x	-5	-21	4	1
CSc1ccccc1NC(=O)CN(C)C(=O)c1cccc(S(=O)(=O)N(C)C)c1	-28	1.3	4	1577	4	-1.4	1.3	-2	-17	2	-4
C=CCn1c(SCC(=O)Nc2nnc(CC)s2)nnc1-c1ccncc1	0	1	4	1606	-22	0.8	-0.49	-1	-2	-4	-5
Cc1cccc(CC2SC(N)=NC2=O)c1 (stereo not drawn)	0	1	7	1626	-15	-0.3	-0.21	6	-15	3	1
Cc1ccc(NS(=O)(=O)c2ccc3[nH]c(=O)sc3c2)cc1	-1	1	9	1615	3	-1.3	-0.12	-4	-9	5	7
Cc1cc(SCc2ccccc2)nc(=O)[nH]1	5	0.9	2	1536	10	3.2	x	-7	-6	-8	2
CN(C)CCCN1C(=O)C(=O)/C(=C(/O)c2ccc3c(c2)OCO3)C1c1cccnc1 (stereo not drawn)	x	x	2	1571	-3	3.0	x	-6	x	-4	4
Cc1nn(C)cc1CN(C)C(=O)c1cc(COc2ccc(F)cc2F)on1	12	0.9	-5	1555	13	0.1	1.5	-5	-2	-4	-3
Brc1cc2c(cc1/C=N/Nc1nc(N3CCCCC3)nc(N3CCCCC3)n1)OCO2	2	1	6	1653	-18	1.5	x	67*	7	4	9
O=C(NN=C1CCC(=NNC(=O)c2ccccn2)CC1)c1ccccn1	0	1	-2	1451	-10	-0.7	-0.29	2	-4	-1	2
Nc1ccc(Nc2nc(-c3cc4ccccc4oc3=O)cs2)cc1	18	0.8	6	1530	3	-0.8	0.2	-8	-17	6	10
CC(NC(=O)CSc1nc2c(cc1C#N)CN(C)CC2)c1ccccc1 (stereo not drawn)	4	1	-1	1665	4	-0.3	-0.012	17	x	8	6
COc1ccc(-n2c3c(cc(C#N)c2=O)C(=O)CCC3)cc1	7	0.9	8	1441	3	0.8	0.023	-4	6	-2	-7
N/C(=N\OC(=O)Cc1ccccc1)c1ccncc1	3	1	1	1323	-13	-0.5	-0.021	-5	4	4	5
Cc1ccc(S(=O)(=O)N2CCC(=O)N(C(COCc3ccc(C(F)(F)F)cc3)C(C)C)CC2)cc1 (stereo not drawn)	-10	1.1	2	1528	1	0.1	-1.6	10	3	-1	13
CC1(C)CC(=O)C(/C=N/n2c(C(F)(F)F)nc3ccccc3c2=O)=C(O)C1	2	1	0	1664	4	0.0	0.42	-1	x	3	-4
CCn1c(SCC(=O)N(C)C2CCS(=O)(=O)C2)nnc1-c1ccccc1 (stereo not drawn)	-4	1	8	1552	-4	-0.3	0.0099	0	-5	0	-5
COc1ccc(COC(=O)N/N=C(\C)CC(=O)Nc2ccc(Cl)cc2)cc1	-8	1.1	4	1449	-9	0.0	-1.3	50	0	-1	6
Nc1ccc2nn(-c3cccc4ccccc34)nc2c1	0	1	4	1560	6	1.9	-0.95	99*	-26	4	1
O=C1c2ccccc2N2C(=O)c3ccccc3C2N1O (stereo not drawn)	6	0.9	10	1591	-6	0.3	x	-4	-1	3	9
CCOC(=O)CSc1nc(C)c(C(C)=O)cc1C#N	1	1	-2	1460	7	1.7	0.34	6	x	0	6
Cc1ccc(Cc2cnc(N3C(=N)SC(c4ccccc4)C3=O)s2)cc1 (stereo not drawn)	7	0.9	-2	1702	0	0.2	x	-10	-3	5	2

Entries of single compounds, looked up by structure.
O=C(NN=C1CCC(=NNC(=O)c2ccccn2)CC1)c1ccccn1 across the screens: bIAP inhibitor = 0; bIAP activator = 1; PPARg SRC-1 ag = -2; SRC2 TRFRET art = 1451; TLR4-MyD88 BLA = -10; Redox H2O2 prof = -0.7; ROMK mod = -0.29; Lmaj promast = 2; S1P3 antag = -4; PPARg SRC3 recr = -1; PPARg SRC-2 ag = 2
O=C1c2ccccc2N2C(=O)c3ccccc3C2N1O (stereo not drawn) across the screens: bIAP inhibitor = 6; bIAP activator = 0.9; PPARg SRC-1 ag = 10; SRC2 TRFRET art = 1591; TLR4-MyD88 BLA = -6; Redox H2O2 prof = 0.3; ROMK mod = x; Lmaj promast = -4; S1P3 antag = -1; PPARg SRC3 recr = 3; PPARg SRC-2 ag = 9

(listing goes on)
SMILES	bIAP inhibitor	bIAP activator	PPARg SRC-1 ag	SRC2 TRFRET art	TLR4-MyD88 BLA	Redox H2O2 prof	ROMK mod	Lmaj promast	S1P3 antag	PPARg SRC3 recr	PPARg SRC-2 ag
Cc1cccc(Cn2c(N(C)Cc3ccccc3)nc3c2c(=O)[nH]c(=O)n3C)c1	6	0.9	7	1527	-9	-1.0	x	40	10	0	-8
Cc1cc(NC(=S)N(Cc2cccc(Br)c2)CC2CCC(C(=O)O)CC2)ccc1Cl (stereo not drawn)	-12	1.1	8	1661	-3	0.2	0.71	-1	6	4	5
Cn1c(Cc2cccs2)nnc1SCC(=O)N1CCCc2ccccc21	9	0.9	6	1722	-7	-7.1	x	-2	x	3	8
Cc1nn(Cc2ccccc2)c(C)c1NC(=O)CCCn1nc([N+](=O)[O-])c(Cl)c1C	1	1	-5	1388	-8	-0.4	-0.26	-1	-3	-1	-7
CCC(C)(C)n1nnnc1C(c1cc2ccc(OC)cc2[nH]c1=O)N1CCc2ccccc21 (stereo not drawn)	-14	1.1	0	1473	-4	1.6	x	10	-7	5	1
CC1(C)NC(=O)N(CC(O)CN2CCCC2)C1=O (stereo not drawn)	12	0.9	-1	1439	15	0.8	x	-2	-26	7	5
Cc1ccc(NC(=O)Nc2cccc(Cl)c2)c(C(=O)O)c1	-4	1	-6	1745	-9	-1.8	0.73	1	-4	2	-2
CC(C)(C)n1nc2c(c1NC(=O)c1ccccc1F)CS(=O)C2 (stereo not drawn)	-11	1.1	3	1802	-4	-3.4	x	-6	-22	6	12
COc1ccc(NC2CS(=O)(=O)CC2NCc2ccccc2)cc1 (stereo not drawn)	11	0.9	1	1307	3	0.4	x	-6	x	-7	2
O=C(CN1C(=O)CSc2ccccc21)NC1CCCC1	4	1	8	1650	-9	-0.5	0.84	-1	-16	9	6
Cc1oc(=O)c(NC(=O)c2ccccc2)cc1C(N)=O	-2	1	-1	1374	-18	-1.4	1.3	1	-17	0	1
O=S(Cc1ccc(Cl)cc1)CC(O)COCc1ccc(Cl)cc1 (stereo not drawn)	4	1	4	1516	12	1.6	x	-2	-12	0	-13
CCN1CCN(CCOCCOc2ccccc2-c2ccccc2)CC1	-1	1	-3	1548	-5	-1.8	-0.63	93*	1	-5	0
C#CCOCCOCCOCCNc1nc(N2CCN(C(=O)C([C@@H](C)CC)n3cc(C(N)Cc4ccc(O)cc4)nn3)CC2)nc(N2CCN(C(=O)[C@H](CCC(=O)O)n3cc(C(N)CO)nn3)CC2)n1 (stereo partly drawn)	-18	1.2	1	1556	-4	0.3	x	-5	-17	-2	-4
OCCCc1nc2n(n1)C(c1cccs1)C=C(c1ccc(Br)cc1)N2 (stereo not drawn)	7	0.9	8	1330	10	-1.3	x	2	x	-6	-9
Cc1nc(N)sc1C(=O)N/N=C/c1ccccc1[N+](=O)[O-]	-13	1.1	-5	1545	4	0.4	-0.046	92*	-6	-4	-10
O=C1N(c2ccccc2)C[C@@H]2C[C@@H](c3cccc4c3OCO4)N3CCC[C@@]123	-14	1.1	-2	1681	0	0.6	-0.021	15	1	-3	-2
Cc1nc(N2CCN(Cc3ccc4c(c3)OCO4)CC2)c2cc(-c3ccccc3)sc2n1	-4	1	1	1819	6	-2.2	0.95	45	-1	0	7
Cc1cccn2c(=O)c(C=O)c(N3CCCCC3)nc12	-5	1.1	1	1639	4	-0.3	-0.37	0	-19	2	1
Cc1ccc(CN=Cc2[nH]c3ccc(Br)c(Cl)c3c2O)cc1	13	0.9	-4	1548	1	0.8	-3.2*	23	x	1	0
CCN1C(=O)C(CC(=O)Nc2ccc(C)cc2C)Nc2cc(S(=O)(=O)N(C)C)ccc21 (stereo not drawn)	-10	1.1	4	1626	-5	-0.3	-0.86	15	-5	2	3
O=S(=O)(NCCc1ccccn1)c1cccs1	10	0.9	-2	1364	2	2.5	1.5	6	-32	-2	-3
O=C(CSC1=Nc2ccccc2C2=NC(c3ccccc3)C(=O)N12)NC1CCCCC1 (stereo not drawn)	7	0.9	2	1335	7	0.1	-0.42	7	x	-3	1

Rows were taken by chance. Share with any hit: about 11%.
